Screens from PubChem.
MrgX1 PAM = positive allosteric modulators of MrgX1, primary screen, HEK293 cells, Fluo-4 calcium flux. FDSS; active compounds read high. Mas-related G-protein coupled receptor member X1 (Homo sapiens), Q96LB2. B-score at 10 µM. hit rate 0.63% among 310,000. AID 588675, 2011;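 active means plate-corrected calcium response at least 3 library SD above typical, normal starting fluorescence, not activating the receptor alone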;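 further: compound read alongside a low EC10 to EC30 dose of BAM8-22 agonist; peak minus trough fluorescence over baseline measured at the second addition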
ANO1 activ = TMEM16A chloride channel activators or potentiators, primary screen, cell-based, HTS; hit rate 0.3% among 340,000; B-score at 10 µM; HEK293 TMEM16A/YFP-H148Q/I152L, iodide quench fluorescence; active compounds read low; Anoctamin-1 (Mus musculus), Q8BHY3;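 active means fluorescence-ratio B-score plate-corrected deviation score at least 3 library SD below zero, with starting fluorescence score within 5 deviations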;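 further: channel opened by trigger with iodide after compound preincubation; score built on the fluorescence ratio of max minus min over baseline; more negative score means more quench and so TMEM16A activation or potentiation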
Target sequence (Q8BHY3 whole entry, looked up): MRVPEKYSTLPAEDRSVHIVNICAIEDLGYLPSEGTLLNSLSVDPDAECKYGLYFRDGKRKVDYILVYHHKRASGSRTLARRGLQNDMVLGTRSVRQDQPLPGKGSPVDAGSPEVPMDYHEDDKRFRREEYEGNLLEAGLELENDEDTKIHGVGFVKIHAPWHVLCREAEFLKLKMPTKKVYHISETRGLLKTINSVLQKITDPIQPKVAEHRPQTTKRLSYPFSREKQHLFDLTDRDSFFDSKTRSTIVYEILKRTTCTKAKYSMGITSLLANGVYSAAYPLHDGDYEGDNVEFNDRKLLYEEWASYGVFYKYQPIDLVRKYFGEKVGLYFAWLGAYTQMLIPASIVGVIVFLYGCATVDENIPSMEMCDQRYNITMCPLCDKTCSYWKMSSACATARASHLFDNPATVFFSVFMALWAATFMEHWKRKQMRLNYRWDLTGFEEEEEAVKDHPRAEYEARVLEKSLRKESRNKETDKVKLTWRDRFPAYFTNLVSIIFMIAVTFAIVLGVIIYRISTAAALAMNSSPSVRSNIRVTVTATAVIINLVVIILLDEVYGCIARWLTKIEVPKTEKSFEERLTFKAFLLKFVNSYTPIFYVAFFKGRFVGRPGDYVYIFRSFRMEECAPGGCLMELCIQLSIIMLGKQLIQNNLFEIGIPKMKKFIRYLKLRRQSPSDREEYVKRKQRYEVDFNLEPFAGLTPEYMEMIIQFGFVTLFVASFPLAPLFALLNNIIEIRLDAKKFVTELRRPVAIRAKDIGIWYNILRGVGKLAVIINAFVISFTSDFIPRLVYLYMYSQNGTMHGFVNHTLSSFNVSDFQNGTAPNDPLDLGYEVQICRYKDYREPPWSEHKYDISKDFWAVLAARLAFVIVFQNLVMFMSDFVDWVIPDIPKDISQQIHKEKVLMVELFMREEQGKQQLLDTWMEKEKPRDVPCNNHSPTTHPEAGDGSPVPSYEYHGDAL
TMEM16A inh = TMEM16A chloride channel inhibitors, primary screen, cell-based, HTS; Anoctamin-1 (Mus musculus), Q8BHY3; HEK293 TMEM16A/YFP iodide influx fluorescence, ionomycin; normalized B-score (activity score, 25-100; higher = stronger inhibition) at 10 µM; hit rate 1.2% among 310,000; AID 588511, 2011;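 active means ratio plate-corrected score three or more library SD toward inhibition, starting fluorescence score within five deviations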;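 further: score derived from kinetic fluorescence span divided by baseline fluorescence per well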
SKKanGAS inh = S. pyogenes SKKanGAS growth inhibitors in kanamycin, primary screen, streptokinase expression inhibitor project, SKKanGAS strain, BacTiter-Glo luminescence. 6 h. inhibition, % at 7.5 µM. hit rate 1.3% among 300,000;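 active means mean replicate score, as percent of positive control median, at least 50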;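 further: strain carries kanamycin resistance gene driven by streptokinase promoter and grows in 40 µg/ml kanamycin; loss of luminescence reflects streptokinase promoter inhibition or plain growth inhibition; 0% = median of DMSO wells and 100% = positive control at its reference dose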
MrgX1 ag = agonists of human MrgX1 receptor, primary screen, HEK293 cells, Fluo-4 calcium flux. Fluo-4 calcium fluorescence, agonist mode; active compounds read high. hit rate 0.44% among 310,000. Mas-related G-protein coupled receptor member X1 (Homo sapiens), Q96LB2. B-score at 10 µM;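 active means calcium response B-score plate-corrected fluorescence ratio at least 3 library SD, with starting fluorescence B-score inside 5 SD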
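Test system: Stable human MrgX1 HEK293 cell line | Schedule: Overnight plating before 1 h dye loading | Read-out basis: Baseline-normalised fluorescence change ratio, B-scored | Detection: Kinetic calcium dye fluorescence, Fluo-4 NW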
TRPC6 act = mouse TRPC6 channel activators, primary screen, cell-based, HEK293, membrane potential dye. Short transient receptor potential channel 6 (Mus musculus), Q61143. HEK293-TRPC6 membrane potential dye fluorescence; active compounds read high. B-score at 10 µM. hit rate 0.13% among 310,000. AID 2550, 2010;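 active means B-score of the integrated fluorescence ratio above library mean plus 3 SD, and starting fluorescence ratio within library mean plus 5 SD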;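 further: higher score means more depolarization so channel activation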
MrgX1 antagonist = antagonists of human MrgX1 receptor, primary screen, HEK293 cells, Fluo-4 calcium flux; BAM8-22 antagonism; active compounds read low; hit rate 1.3% among 310,000; Mas-related G-protein coupled receptor member X1 (Homo sapiens), Q96LB2; AID 588676, 2011; B-score at 10 µM;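 active means calcium-response B-score plate-corrected more than 3 library SD below zero, starting fluorescence within 5 deviations, no agonist response on first addition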;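 further: peak minus trough fluorescence over baseline after final BAM8-22 challenge near maximal dose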
TRPC4 potent = positive allosteric modulators of TRPC4, primary screen, cell-based, mouse TRPC4beta, HEK293 mu-opioid, Fluo-4 calcium; DAMGO EC20, Fluo-4 Ca2+ flux; active compounds read high; B-score at 10 µM; hit rate 0.42% among 310,000;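 active means B-score of calcium response area above 5 SD of library B-scores, with initial fluorescence ratio within 5 SD of library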;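 further: B-score of integrated fluorescence ratio over time as area under calcium response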
TRPC4 agonist = activators of mouse TRPC4 channel, primary screen, Fluo4 calcium, HEK293 TRPC4beta/mu-opioid cells; Fluo4 calcium fluorescence; active compounds read high; B-score at 10 µM; hit rate 0.49% among 310,000;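 active means B-score above 5 SD of library B-scores, and initial fluorescence ratio not above library mean plus 5 SD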;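 further: positive B-score marks a calcium rise read as TRPC4 activation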
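Material: HEK293 stable line with TRPC4beta plus mu-opioid receptor; technique: Fluo4 calcium-sensitive dye fluorescence, kinetic, 1 Hz baseline; timing: Fluo4 dye loading 45 min at room temperature, 110 s recording; controls: assay buffer as low control, maximal DAMGO as high control; read-out: integrated baseline-normalised fluorescence ratio, converted to per-well B score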
TRPC6 inh = mouse TRPC6 channel inhibitors, primary screen, cell-based, HEK293, membrane potential dye; hit rate 1.1% among 310,000; Short transient receptor potential channel 6 (Mus musculus), Q61143; ACh-evoked depolarization; active compounds read low; B-score at 10 µM; AID 2553, 2010;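 active means B-score under library mean minus 3 SD, initial fluorescence not abnormally high, positive integrated signal ratio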;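 further: B-score derived from integrated fluorescence ratio over the kinetic read; more negative B-score means stronger inhibition of depolarization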
TRPC4 inh = inhibitors of mouse TRPC4 channel, primary screen, Fluo4 calcium, HEK293 TRPC4beta/mu-opioid cells | Short transient receptor potential channel 4 (Mus musculus), Q9QUQ5 | DAMGO-evoked Fluo4 calcium flux; active compounds read low | B-score at 10 µM | hit rate 0.39% among 300,000 | AID 2247, 2010;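 active means B-score over 3 SD under the library average, no early fluorescence shift, positive overall ratio signal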
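Material: HEK293 cells with stable TRPC4beta plus mu-opioid receptor expression; probe or stimulus: DAMGO in two steps, submaximal then maximal; technique: Fluo4 calcium fluorescence by kinetic imaging, 5 s 1 Hz baseline; measure: integrated fluorescence ratio relative to baseline, converted to per-well B score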
The depositor's hits bear a star; i = inactive; · = no result given.

SMILES | MrgX1 PAM | ANO1 activ | TMEM16A inh | SKKanGAS inh | MrgX1 ag | TRPC6 act | MrgX1 antagonist | TRPC4 potent | TRPC4 agonist | TRPC6 inh | TRPC4 inh
COc1ccc(C(=O)OCC(=O)N(C)C2CCS(=O)(=O)C2)cc1S(=O)(=O)N1CCCc2ccccc21 (stereo unspecified) | i | i | i | 3.7 | i | i | i | i | i | i | i
CCOc1cc(NC(=O)c2cccs2)c(OCC)cc1NC(=O)c1cccnc1 | i | i | i | -8.7 | i | i | i | i | i | i | i
CC(C)(CSc1ncccn1)NS(=O)(=O)c1ccccc1 | i | i | i | 4.8 | i | i | i | i | i | i | i
CN(C)S(=O)(=O)c1cccc(COC(=O)CN2C(=O)NC3(CCCC3)C2=O)c1 | i | i | i | -4.3 | i | i | i | i | i | i | i
COCCNC(=O)CN1C(=O)NC2(CCOc3ccccc32)C1=O (stereo unspecified) | i | i | i | -2.6 | i | i | i | i | i | i | i
Cc1c(Cl)cnc(NC(=O)COC(=O)c2nn(C)c(=O)c3ccccc23)c1Cl | i | i | i | -6.3 | i | i | i | i | i | i | i
Cc1cc(C)n(/N=C/c2ccco2)c(=O)c1C#N | i | i | i | 0.1 | i | i | i | i | i | i | i
c1ccc2c(C[n+]3csc4ccccc43)cccc2c1 | i | i | i | -4.4 | i | i | i | i | i | i | i
Cc1onc(-c2c(Cl)cccc2Cl)c1C(=O)NCc1cccs1 | i | i | i | 1.6 | i | i | i | i | i | i | i
C1CCc2c(nc3nnnn3c2NCC2CC2)C1 | i | i | i | -1.0 | i | i | i | i | i | i | i
CCC(=O)N1c2ccccc2NC2=C(C(=O)CCC2)C1c1ccco1 (stereo unspecified) | i | i | i | 1.9 | i | i | i | i | i | i | i
COc1cc(NC(C(=O)Nc2cccc(C(C)=O)c2)c2ccccc2)cc(OC)c1OC (stereo unspecified) | i | i | i | 7.3 | i | i | i | i | i | i | i
O=C(NC1CC1)c1ccc(CS(=O)c2ccccc2)o1 (stereo unspecified) | i | i | i | -1.7 | i | i | i | i | i | i | i
O=c1[nH]c(/C=C\c2cccc(Cl)c2)nc(O)c1[N+](=O)[O-] | i | i | i | 7.9 | i | i | i | i | i | i | i
O=C(CCC1COc2ccccc2O1)Nc1ccc(Cl)cn1 (stereo unspecified) | i | i | i | · | i | · | i | · | · | · | ·
O=C(Nc1cccc(Cl)c1Cl)C1CCCC1 | i | i | i | 2.8 | i | i | i | i | i | i | i
N#Cc1cc(Sc2ccccn2)c(Sc2ccccn2)cc1C#N | i | i | i | 10.1 | i | i | i | i | i | i | i
COc1ccc(C)cc1-n1nnnc1SCC(=O)Nc1cc(C)on1 | i | i | i | 2.0 | i | i | i | i | i | i | i
CC1CCc2sc(C(=O)N/N=C/c3ccc([N+](=O)[O-])cc3)cc2C1 (stereo unspecified) | i | i | i | -1.3 | i | i | i | i | i | i | i
CC(=O)Nc1cccc(Oc2nc(-c3ccccn3)nc3ccccc23)c1 | i | i | i | -4.0 | i | i | i | i | i | i | i
COc1ccc(NC(=O)NC2(C(=O)N3CCCCCC3)CCCCC2)cc1 | i | i | i | 8.2 | i | i | i | i | i | i | i
CO/N=C/c1ccc(Oc2ccc(C)cc2)nc1 | i | i | i | -0.3 | i | i | i | i | i | i | i
CC(=O)c1cccc(Nc2cc(C)nc3c(C)cccc23)c1 | i | i | i | -3.8 | i | i | i | i | i | -5.39* | i
COc1ccc(-c2cn[nH]c2-c2ccc(O)cc2O)cc1OC | i | i | i | -1.2 | i | i | i | i | i | i | i
CCOC(=O)c1c(C=O)c(C)n(Cc2ccccc2)c1C | i | i | i | -0.1 | i | i | i | i | i | i | i
COc1cccc(CC(=O)NCC2(N3CCCCC3)CCCCC2)c1 | i | i | i | -13.6 | i | i | i | i | i | i | i
O=C(CSc1nnnn1-c1ccc2c(c1)OCCO2)N1CCc2ccccc21 | i | i | i | -1.3 | i | i | i | i | i | i | i
COc1ccc(NC(=O)CSc2nnc(-c3ccccc3Cl)n2Cc2ccco2)c(OC)c1 | i | i | i | -7.0 | i | i | i | i | i | i | i
CN(C(=O)COC(=O)/C=C/c1ccc(C(F)(F)F)cc1)c1c(N)n(Cc2ccccc2)c(=O)[nH]c1=O | i | i | i | 1.5 | i | i | i | i | i | i | i
Nc1nonc1C(=O)NCCNCc1c(OCc2ccccc2F)ccc2ccccc12 | i | i | i | -3.8 | i | i | i | i | i | i | i
C[N+](C)(C)CCCCCC[N+](C)(C)C | i | i | i | -5.1 | i | i | i | i | i | i | i
O=S(=O)(NC1c2cccc3cccc(c23)C1Sc1ncccn1)c1ccccc1 (stereo unspecified) | i | i | i | 37.8 | i | i | i | i | i | i | i
O=C(Cn1c(=O)oc2cc(S(=O)(=O)N3CCCC3)ccc21)Nc1ccccc1Br | i | i | i | -2.5 | i | i | i | i | i | i | i
CCc1ccc(NC(=O)CS(=O)CC(=O)NCC2OCCc3ccccc32)cc1 (stereo unspecified) | i | i | i | 2.5 | i | i | i | i | i | i | i
CC(Oc1ccc(Cl)cc1)C(=O)/C=C/N(C)C (stereo unspecified) | i | i | i | 3.1 | i | i | i | i | i | i | i
Cc1cc(C(=O)OCC(=O)Nc2cccnc2Cl)c2ccccc2n1 | i | i | i | -4.2 | i | i | i | i | i | i | i
O=c1[nH]c(N/N=C\c2ccc3c(c2)OCO3)nc2ccccc12 | i | i | i | -1.9 | i | i | i | i | i | i | i
O=C(NCc1ccco1)C(c1ccccc1F)N(Cc1cccnc1)C(=O)Cn1nnc2ccccc21 (stereo unspecified) | i | i | i | 5.0 | i | i | i | i | i | i | i
O=C(CCN1C(=O)S/C(=C\c2ccccc2)C1=O)NC1CCS(=O)(=O)C1 (stereo unspecified) | i | i | i | -8.7 | i | i | i | i | i | i | i
Cc1onc(C(=O)NCCc2ccccc2)c1[N+](=O)[O-] | i | i | i | 6.2 | i | i | i | i | i | i | i

Random excerpt: two entries already listed.
SMILES | MrgX1 PAM | ANO1 activ | TMEM16A inh | SKKanGAS inh | MrgX1 ag | TRPC6 act | MrgX1 antagonist | TRPC4 potent | TRPC4 agonist | TRPC6 inh | TRPC4 inh
CCc1ccc(NC(=O)CS(=O)CC(=O)NCC2OCCc3ccccc32)cc1 (stereo unspecified) | i | i | i | 2.5 | i | i | i | i | i | i | i
Cc1onc(C(=O)NCCc2ccccc2)c1[N+](=O)[O-] | i | i | i | 6.2 | i | i | i | i | i | i | i

(further entries)
SMILES | MrgX1 PAM | ANO1 activ | TMEM16A inh | SKKanGAS inh | MrgX1 ag | TRPC6 act | MrgX1 antagonist | TRPC4 potent | TRPC4 agonist | TRPC6 inh | TRPC4 inh
Cc1ccc(S(=O)(=O)CNC(=S)c2ccc3ccccc3c2)cc1 | i | i | i | 62.4* | i | i | i | i | i | i | i
COc1ccccc1NC(=O)C(=O)NNC(=O)COc1ccc2ccccc2c1 | i | i | i | 67.1* | i | i | i | i | i | i | i
C/C(Cl)=C/Cn1c(SCCN2CCOCC2)nc2c1c(=O)[nH]c(=O)n2C | i | i | i | 1.0 | i | i | i | i | i | i | i
COc1ccc(NC(=S)N2CCN(S(=O)(=O)c3ccccc3)CC2)cc1OC | i | i | i | -0.8 | i | i | i | i | i | i | i
COc1ccc(C2Oc3ccccc3N2C(C)=O)cc1 (stereo unspecified) | i | i | i | -0.9 | i | i | i | i | i | i | i
Cc1nc2ccc(S(=O)(=O)NCC(=O)NCc3ccc4c(c3)OCO4)cc2s1 | i | i | i | -8.0 | i | i | i | i | i | i | i
CC(C)Cc1nnc(NC(=O)C2CSC3(C)CCC(=O)N23)s1 (stereo unspecified) | i | i | i | 0.4 | i | i | i | i | i | i | i
CN1CCC(NC(=O)c2ccncc2)CC1 | i | i | i | 0.9 | i | i | i | i | i | i | i
COc1ccc(-n2c(=O)c3c4c(sc3n(CC(=O)NCC3CCCO3)c2=O)CCCC4)c(OC)c1 (stereo unspecified) | i | i | i | -4.8 | i | i | i | i | i | i | i
Cc1ccc2occ(C(c3nnnn3C3CCCC3)N3CCN(C(=O)c4ccco4)CC3)c(=O)c2c1 (stereo unspecified) | i | i | i | 4.8 | i | i | i | i | i | i | i
O=C(N/N=C/c1ccc(N2CCOCC2)cc1)c1ccccc1OCCOc1ccccc1 | i | i | i | 20.2 | i | i | i | i | i | i | i
CC(C)[C@H](NC(=O)c1ccc(Cl)c([N+](=O)[O-])c1)C(=O)O | i | i | i | -3.9 | i | i | i | i | i | i | i
S=c1[nH]nc(Cc2ccc(Br)cc2)n1/N=C/c1ccc(Cl)cc1 | i | i | i | 7.1 | i | i | i | i | i | i | i
Cc1ccc(C(=O)Nc2cc(C(C)C)c(O)c(C(C)C)c2)cc1 | i | i | i | 6.1 | i | i | i | i | i | i | i
COc1ccc(C(CNC(=O)c2ccco2)N2CCCCC2)cc1 (stereo unspecified) | i | i | i | -4.9 | i | i | i | i | i | i | i
O=C(CN1CCN(Cc2ccc(F)cc2Cl)C1=O)NCc1cccs1 | i | i | i | -1.5 | i | i | i | i | i | i | i
O=C(CSc1nc(N2CCCCC2)nc(N2CCCCC2)n1)c1ccccc1 | i | i | i | -7.4 | i | i | i | i | i | i | i
COC(=O)c1cnc(SCc2ccc(C)cc2)n1C | i | i | i | -4.8 | i | i | i | i | i | i | i
Cc1ccc(C2CC(=O)NC(SCC(=O)Nc3nccs3)=C2C#N)cc1 (stereo unspecified) | i | i | i | 5.8 | i | i | i | i | i | i | i
